# Compound activity from PubChem BioAssay.
# esBAF inh: SWI/SNF esBAF complex inhibition. mouse ES cells, Bmi1-luciferase knock-in reporter, 24 h; 100% = twice the neutral-well signal. AID 602393. 350,000 compounds, 2% hits. reporter increase, % at 12.5 µM; in the data active = activation above about 40%; inconclusive = no clear call, values can overlap the other calls;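 also: 0% = median of the plate's neutral control wells and 100% = double that signal; a rise in the Bmi1 reporter signal indicates esBAF inhibition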
# PglD inh: PglD (C. jejuni) enzyme inhibition; purified PglD enzyme, DTNB colorimetric CoA detection; inhibition, % at 12.5 µM; 360,000 compounds, 0.098% hits; in the data active = inhibition above about 16%, passing the limit was not always enough; inconclusive = no clear call, values can overlap the other calls; also: strong numbers were not always called active
# E-selectin induc: E-selectin induction on HUVECs; AID 686992; HUVEC E-selectin immunofluorescence imaging; normalized: neutral wells 0, TNF-alpha wells 100; activation, % at 7.58 µM; 260,000 compounds, 0.37% hits; P16581;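 active = mean E-selectin-positive cell signal at least 10% of the positive control, reached in at least 60% of replicates, without over 20% cell loss; inconclusive = no rule given, readout overlaps actives, possibly toxicity-flagged; inactive = the rest, including those meeting only one limit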;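 also: in these data hits start at about 27%; measured in HUVEC primary endothelial cells; signal is the percent of cells scored E-selectin positive by PE staining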
#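 material = human umbilical vein endothelial cells (HUVEC), E-selectin induction | quantity = 3,000 cells/well | medium = EGM-2 growth medium on 0.1% gelatin-coated wells | technique = immunofluorescence imaging | read-out basis = % PE-positive cells | control set = TNF-alpha positive control, DMSO neutral control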
# ERp5 inh: inhibitors of human ERp5; ERp5 insulin aggregation, absorbance 650 nm, 90 min; inhibition, % at 9.99 µM; 350,000 compounds, 0.05% hits; AID 651711;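 active = mean replicate inhibition above about 25%, with every replicate also reaching it, limit read from the data, passing the limit was not always enough; inconclusive = only one of those two criteria met; inactive = neither criterion met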
# Target sequence (Q15084 whole entry, looked up): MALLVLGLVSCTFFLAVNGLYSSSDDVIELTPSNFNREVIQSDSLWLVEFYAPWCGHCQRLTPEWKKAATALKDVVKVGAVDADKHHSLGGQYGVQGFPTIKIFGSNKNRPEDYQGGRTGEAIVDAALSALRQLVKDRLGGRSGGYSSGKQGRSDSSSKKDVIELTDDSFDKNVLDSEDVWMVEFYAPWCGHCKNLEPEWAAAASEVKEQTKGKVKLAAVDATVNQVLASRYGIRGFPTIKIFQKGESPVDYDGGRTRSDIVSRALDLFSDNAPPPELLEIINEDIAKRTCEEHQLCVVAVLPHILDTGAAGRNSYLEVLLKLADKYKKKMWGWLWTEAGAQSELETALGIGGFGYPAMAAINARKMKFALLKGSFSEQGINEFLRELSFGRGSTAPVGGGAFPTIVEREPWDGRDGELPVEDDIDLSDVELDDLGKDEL
# RAD52 anneal inh: RAD52 (human) annealing inhibition | recombinant RAD52 DNA annealing, FRET fluorescence | inhibition, % at 18.7 µM | 360,000 compounds, 0.46% hits | AID 651710;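 active = every replicate showing at least 50% inhibition; inconclusive = mean inhibition at least 50% but not in every replicate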
# Target sequence (P43351 whole entry, looked up): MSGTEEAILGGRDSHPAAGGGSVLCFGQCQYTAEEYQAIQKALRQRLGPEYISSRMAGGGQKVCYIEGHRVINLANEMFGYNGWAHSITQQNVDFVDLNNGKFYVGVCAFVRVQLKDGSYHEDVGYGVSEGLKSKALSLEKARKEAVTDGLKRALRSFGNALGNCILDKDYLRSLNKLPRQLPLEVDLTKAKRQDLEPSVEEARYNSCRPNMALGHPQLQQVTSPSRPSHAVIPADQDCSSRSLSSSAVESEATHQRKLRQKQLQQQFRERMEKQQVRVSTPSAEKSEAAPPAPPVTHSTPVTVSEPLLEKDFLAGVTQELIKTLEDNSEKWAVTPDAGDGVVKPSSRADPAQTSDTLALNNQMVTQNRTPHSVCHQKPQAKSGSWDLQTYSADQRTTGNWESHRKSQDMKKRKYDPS
# Casp6 inh: blocks human caspase-6 cleavage activity; 350,000 compounds, 0.53% hits; inhibition, % at 12.5 µM; purified caspase-6, Z-VEID-R110 cleavage fluorescence; P55212;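 active = mean inhibition across replicates at least about 35%, with every replicate also reaching that limit, limit read from the data; inconclusive = only one of the two criteria met; inactive = neither criterion met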;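 also: 0% = median of neutral control wells and 100% = no fluorescence left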
# ARNT TACC3 PPI: ARNT/TACC3 interaction disruption. Q9Y6A5. AlphaScreen His-ARNT PAS-B/GST-TACC3 binding, luminescence; TACC3 fragment carries E629A point mutation. inhibition, % at 9.99 µM. 390,000 compounds, 0.66% hits. AID 623870;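 active = mean inhibition of replicates at least 50% and at least half of replicates each reaching 50%; inconclusive = half or more replicates reach 50% but mean below 50%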;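 also: 0% = complete ARNT plus TACC3 wells and 100% = ARNT alone without TACC3; many hits fall short of the cut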
# RAD54 branch: blocks human RAD54 Holliday junction branch migration; Q92698; FAM/BHQ fluorescence; inhibition, % at 10.4 µM; 360,000 compounds, 0.14% hits; AID 602329;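 active = mean normalized replicate activity at least 40 and at least half of replicates scoring 40 or more; inconclusive = only one of the two criteria met; inactive = mean below 40 and under half of replicates reaching 40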;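 also: 0% = median of neutral control wells and 100% = median of positive control wells; inhibitors cause a drop in the FAM fluorescence signal; in these data hits start at about 50%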
# * = called active by the depositor; ? = inconclusive; . = no result given; & = joins results of further samples. No enrichment for hits; 3.2% or so of the library scored in one or more.
# Start of the data: the first 2 entries, to show the layout:
canonical_smiles	esBAF inh	PglD inh	E-selectin induc	ERp5 inh	RAD52 anneal inh	Casp6 inh	ARNT TACC3 PPI	RAD54 branch
C/C(=N/NC(N)=S)c1ccccc1[N+](=O)[O-]	-3.1	-3.0	.	.	.	.	-3.0	10.2
CO[C@H]1CN(C)C(=O)c2cc(NC(C)=O)ccc2OC[C@H](C)N(C(=O)Cc2cccnc2)C[C@@H]1C	-5.5	10.1	-0.3	4.5	1.5	-2.3	-12.7	12.7

# Results, from the first entry:
canonical_smiles	esBAF inh	PglD inh	E-selectin induc	ERp5 inh	RAD52 anneal inh	Casp6 inh	ARNT TACC3 PPI	RAD54 branch
C/C(=N/NC(N)=S)c1ccccc1[N+](=O)[O-]	-3.1	-3.0	.	.	.	.	-3.0	10.2
CO[C@H]1CN(C)C(=O)c2cc(NC(C)=O)ccc2OC[C@H](C)N(C(=O)Cc2cccnc2)C[C@@H]1C	-5.5	10.1	-0.3	4.5	1.5	-2.3	-12.7	12.7
Cc1ccc(S(=O)(=O)Nc2ccc3c(c2)C(=O)N([C@@H](C)CO)C[C@H](C)[C@@H](CN(C)Cc2ccc(C(F)(F)F)cc2)OCCCC[C@H](C)O3)cc1	1.2	-1.1	.	-0.3	-31.4	2.0	7.4	-1.4
CN(C(=O)CSc1nnc(N)s1)c1c(N)n(Cc2ccccc2)c(=O)[nH]c1=O	-0.4	-0.4	.	.	.	.	0.2	-3.7
CN(C(=O)CS(=O)(=O)c1cn(CC(=O)N2CCOCC2)c2ccccc12)c1ccccc1	6.8	.	-0.1	0.3	-4.4	0.9	-9.3	.
Cc1cccc(CN2CCN(C3CN(C4CCCCC4)S(=O)(=O)C3)CC2)c1 (centres undefined)	-14.5	5.4	0.0	2.0	-2.3	-2.7	.	2.7
Cc1ccccc1Oc1ccc(Oc2ccccc2C)nn1	.	.	.	-2.5	-10.4	-2.0	-5.8	.
COc1ccc(CN2CCC(CO)(Cc3ccccc3C(F)(F)F)CC2)c(F)c1	-5.3	4.1	.	4.4	1.0	-1.6	2.2	-3.2
COc1ccccc1-c1cn(CC[C@@H]2CC[C@H](NC(=O)c3cnccn3)[C@H](CO)O2)nn1	-4.8	-1.5	-0.3	1.0	-19.6	.	20.0	-1.9
CN(CC(=O)Nc1ccc(Cl)cc1)CC(=O)N1CCc2ccccc21	-2.9	-1.2	-3.2	0.8	3.2	2.9	.	-19.4
COc1ccc(-c2cc3nc(NCCN4CCCC4)n(C)c(=O)c3s2)cc1OC	3.4	-4.9	-0.1	2.6	83.9*	-73.4	.	69.9*
COC(=O)c1[nH]c2c(c1C)C(=O)CCC2	-7.4	-3.8	.	.	.	.	0.3	-1.4
CC(C)CC#Cc1ccc2c(c1)O[C@@H](CN(C)Cc1ccccc1F)[C@@H](C)CN([C@@H](C)CO)S2(=O)=O	-3.8	2.5	.	-5.7	-0.2	3.4	9.1	-7.5
O=C(NCc1ccccc1)c1ccc(NC(=O)c2ccccc2F)cc1	4.4	0.2	-0.3	7.1	-5.2	.	-3.4	-7.3
CCc1nc2ccc(C(=O)N3CCN(C(=O)c4ccco4)CC3)cn2c1N(C)Cc1ccc(OC)cc1	-3.3	8.1	0.6	4.6	-4.8	0.6	.	-5.5
CC1CCN(Cc2csc(N)n2)CC1	-7.4	-4.0	.	.	.	.	8.1	-2.6
COc1cccc(N2CCN(S(=O)(=O)c3ccc4c(c3)NC(=O)C(C)C(=O)N4)CC2)c1 (centres undefined)	.	.	5.8	-3.5	-5.6	1.8	-5.5	.
C[C@H]1CN([C@@H](C)CO)C(=O)c2cc(NC(=O)CCCN(C)C)ccc2O[C@@H]1CN(C)C(=O)Nc1cccc2ccccc12	-1.9	5.7	0.9	-2.1	-25.0	-5.2	-6.0	-0.8
CCOC(=O)c1c(-c2cccc([N+](=O)[O-])c2)cn2ccccc12	.	.	.	1.6	-0.8	-3.4	-3.2	.
C[C@@H]1CN([C@@H](C)CO)C(=O)Cc2cc(NC(=O)Nc3ccc4c(c3)OCO4)ccc2O[C@H]1CN(C)C(=O)NC1CCCCC1	-0.4	3.2	-0.1	-2.2	0.1	.	10.9	7.0
COC(=O)Cc1csc(N)n1	-4.4	1.0&3.8	.	.	.	.	0.6&-5.2	-3.0&-0.5
COc1ccccc1N=Cc1nc(-c2ccccc2)oc1OC(C)=O	7.3	3.6	.	.	.	.	-2.0	22.5
O=C1C(Nc2ccccc2)=CC(c2ccc(O)cc2)N1c1ccccc1 (centres undefined)	22.3	.	.	-1.2	-4.9	4.6	67.4*	.
COc1ccc(NC(=O)N2C[C@H](O)COC[C@H]3O[C@@H](CC(=O)N4CCN(C)CC4)CC[C@@H]32)cc1	4.7	3.4	0.0	1.0	11.1	-1.5	0.7	3.1
O=C(c1ccc([N+](=O)[O-])cc1)n1nc(-c2ccccc2)nc1NCc1ccccc1	?	0.1	.	.	.	.	3.5	-7.4
CC(CCc1ccccc1)NC(=O)C1CCN(S(=O)(=O)c2cnc[nH]2)CC1 (centres undefined)	-2.0	-4.3	.	.	.	.	1.6	5.8
COc1cc(-c2cc(C(=O)Nc3ccc(S(=O)(=O)Nc4ncccn4)cc3)c3ccccc3n2)cc(OC)c1OC	.	.	0.6	0.6	-9.4	-1.2	-8.2	.
Cc1ccccc1S(=O)(=O)N1C[C@@H](O)COC[C@H]2O[C@@H](CC(=O)NCc3ccccc3Cl)CC[C@@H]21	0.0	3.0	-0.1	1.6	-8.1	0.9	0.2	1.5
CCCCNC(=O)COC(=O)c1c2c(nc3ccccc13)CCC2	.	-4.0	.	2.9	-13.2	13.7	-0.7	-0.3
N#Cc1cccnc1N1CCN(C(c2ccnc3ccccc23)c2nnnn2-c2ccc3c(c2)OCCO3)CC1 (centres undefined)	.	.	1.9	6.2	0.7	-8.5	.	.

# Arranged by the number under RAD52 anneal inh (smallest number first): five of the compounds above.
Compound,esBAF inh,PglD inh,ERp5 inh,RAD52 anneal inh,Casp6 inh,ARNT TACC3 PPI
Cc1ccc(S(=O)(=O)Nc2ccc3c(c2)C(=O)N([C@@H](C)CO)C[C@H](C)[C@@H](CN(C)Cc2ccc(C(F)(F)F)cc2)OCCCC[C@H](C)O3)cc1,1.2,-1.1,-0.3,-31.4,2.0,7.4
Cc1ccccc1Oc1ccc(Oc2ccccc2C)nn1,.,.,-2.5,-10.4,-2.0,-5.8
Cc1cccc(CN2CCN(C3CN(C4CCCCC4)S(=O)(=O)C3)CC2)c1 (centres undefined),-14.5,5.4,2.0,-2.3,-2.7,.
CC(C)CC#Cc1ccc2c(c1)O[C@@H](CN(C)Cc1ccccc1F)[C@@H](C)CN([C@@H](C)CO)S2(=O)=O,-3.8,2.5,-5.7,-0.2,3.4,9.1
COc1ccc(CN2CCC(CO)(Cc3ccccc3C(F)(F)F)CC2)c(F)c1,-5.3,4.1,4.4,1.0,-1.6,2.2

# Following part
canonical_smiles	esBAF inh	PglD inh	E-selectin induc	ERp5 inh	RAD52 anneal inh	Casp6 inh	ARNT TACC3 PPI	RAD54 branch
COC(=O)c1ccccc1S(=O)(=O)N1CCC(NC(=O)c2ccccc2)CC1	7.9	-0.5	0.4	1.5	-10.1	1.1	6.5	-0.9
CO[C@H]1CN(C)C(=O)c2cc(NS(C)(=O)=O)ccc2OC[C@@H](C)N(C(=O)CC2CC2)C[C@H]1C	-0.7	-1.0	0.7	-0.1	-9.3	1.9	2.9	-8.5
COc1ccccc1NC(=O)CSc1nncs1	8.3	4.3	5.2	-6.7	-13.4	-3.8	-10.8	-2.3
Cc1ccc(CN2CCN(Cc3ccc(-n4cccn4)cc3C)CC2CCO)cc1 (centres undefined)	-7.2	4.5	.	0.9	-0.9	-0.3	0.0	8.3
Cc1noc(NS(=O)(=O)c2ccc(N3Cc4ccccc4C3=O)cc2)c1C	6.9	-0.1	.	.	.	.	11.6	-0.1
Cc1ccc(N(Cc2ccccc2F)S(C)(=O)=O)cc1C	-4.2	4.6	.	-2.5	-7.3	-2.0	-11.7	-2.1
CSc1ncccc1C(=O)OCC(=O)NC1CC1	0.6	3.1	0.1	1.4	-7.0	1.7	-1.4	5.8
CCc1ccc(/C=C2/C(=O)N(c3ccccc3)C(=S)N2CC(=O)OC)s1	.	-2.7	-0.5	.	.	.	5.2	1.4
CCOC(=O)c1c(C)[nH]c(C(=O)COC(=O)CCNS(=O)(=O)c2ccc(NC(C)=O)cc2)c1C	1.5	-3.4	-0.3	-3.0	-25.3	-1.7	.	-1.5
O=C(CCNS(=O)(=O)c1ccc(Cl)cc1)N1CCCC1	.	.	-0.2	-20.0	-13.9	0.4	1.5	2.3
CNC[C@H]1OCCCC[C@@H](C)Oc2ccc(N(C)C)cc2C(=O)N([C@@H](C)CO)C[C@H]1C	-7.8	1.0	-0.4	0.3	-78.2	3.0	40.4	-1.2
O=C1c2oc3ccc(F)cc3c(=O)c2C(c2cccc(O)c2)N1CCCN1CCOCC1 (centres undefined)	-5.8	-4.2	.	2.8	-2.4	-2.3	0.6	-10.8
COc1cc2oc(=O)cc(-c3cccc(-c4ccc(C(F)(F)F)cc4)c3)c2c(OC)c1OC	5.1	-5.1	3.1	2.2	2.1	-1.9	2.2	2.3
C=CCc1ccc(OCCOCCNCCCC)c(OC)c1	-3.9	-1.2	.	.	.	.	-2.4	5.5
C=CCN(CC=C)S(=O)(=O)c1ccc(NC(=S)NC(=O)/C=C/c2cccc3ccccc23)cc1	-6.0	2.3	.	.	.	.	2.9	3.5
CCOc1cccc(CN2CCC(n3nccc3NC(=O)C3CCCC3)CC2)c1	-10.0	-4.4	-0.1	-0.6	-1.4	-1.7	11.2	3.6
COc1ccccc1CNC(=O)C(=O)NCC1OCCN1S(=O)(=O)c1ccc(Br)cc1 (centres undefined)	-3.1	0.2	-0.5	7.9	-28.5	-2.5	-4.3	-0.6
COC(=O)CC1COc2ccccc2N1S(=O)(=O)c1ccc(Br)cc1 (centres undefined)	-4.5	0.7	0.2	-0.2	-19.4	-4.0	-11.1	-4.2
CCCCc1cc(=O)oc2cc(C)cc(OCC(=O)N3CCC(C(N)=O)CC3)c12	-1.4	1.1	.	4.7	-16.1	2.9	-28.8	0.5
CC(=O)Nc1ccc(Nc2cc(C)nc(Nc3ccc(NC(C)=O)cc3)n2)cc1	-8.5	-0.7	1.1	-8.5	14.5	-21.2	16.0	0.9
COC(=O)C[C@@H]1C[C@H]2c3cc(NC(=O)CN(C)C)ccc3O[C@H]2[C@H](CO)O1	4.9	1.4	-0.1	1.6	14.7	-0.2	-2.6	3.8
COc1cc(Br)cc(/C=N/N(CCO)C2=NS(=O)(=O)c3ccccc32)c1OC	6.6	-5.3	-0.3	1.3	-2.3	-0.2	1.6	1.6
COc1ccccc1-c1nnc(SCC(=O)Nc2ccc(S(N)(=O)=O)cc2)n1N	3.1	-6.6	2.5	2.6	-0.6	1.3	-2.9	5.2
CC(C)c1ccc(/C=C(\NC(=O)c2ccccc2)C(=O)NCCCn2ccnc2)cc1	-10.2	-3.1	.	0.3	-6.1	-5.4	.	10.5
CCc1nc(Nc2ccccc2)c2nnn(Cc3ccccc3)c2n1	-1.3	4.2	.	-3.4	-3.5	2.2	-3.5	-1.3
C[C@H](CO)N1C[C@H](C)[C@H](CN(C)Cc2ccc3c(c2)OCO3)Oc2ccc(NC(=O)C3CC3)cc2CC1=O	1.6	5.8	-8.1	1.5	7.1	-1.9	-4.2	-4.4
